# AID inhibitor: Primary qHTS assay for inhibitors of Activation Induced Cytidine Deaminase (AID): AID signal; 91,000 compounds, 0.32% hits; AID deamination FRET fluorescence, UDG-coupled, 4 h; Potency, µM (doses to about 115 µM), for inactives: at the highest dose activity change, negative = inhibition, most hits filed as inhibitors; AID 1347428, 2020; further: nearly all actives have a fitted effect of over 25% in size
# Target sequence (Q9GZX7 whole entry, looked up): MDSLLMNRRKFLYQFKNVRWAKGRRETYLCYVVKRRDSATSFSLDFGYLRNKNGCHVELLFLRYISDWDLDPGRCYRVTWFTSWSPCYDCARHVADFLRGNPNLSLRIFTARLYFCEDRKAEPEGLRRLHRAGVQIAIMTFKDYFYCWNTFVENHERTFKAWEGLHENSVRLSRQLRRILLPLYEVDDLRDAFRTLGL
# UDG counter: Primary qHTS assay for inhibitors of Activation Induced Cytidine Deaminase (AID): UDG Counterscreen signal; Potency, µM (doses to about 115 µM), without a hit: at the highest dose activity change, negative = inhibition, usual class: inhibitors; FRET deamination/UDG coupled assay, UDG read, 4 h; Uracil-DNA glycosylase; AID 1347430, 2020; 91,000 compounds, 0.14% hits; further: nearly all actives have a fitted effect of over 65% in size
# Numbers without * were called inactive; ? = inconclusive; [ ] = another dose, or the depositor's remark. The call rests on the fitted dose curve; in most records, active means well fitted curve in the direction sought with a large enough effect; inconclusive means small, poorly fitted or top-dose-only effect, or another doubt; inactive means no such curve, though single readings can be large; an effect the other way counts as inactive or inconclusive. On the % scale 0 is the no-effect control and ±100 the full control effect; potency means the concentration at half of the fitted maximal effect. An excerpt (hit frequency here may not be typical).
mol	AID inhibitor	UDG counter
CCOc1ccccc1CNC(=O)C1CCCN(c2nn3cc(-c4ccc(F)cc4)nc3s2)C1 (configuration not stated)	-11%	3%
O=C(NCc1cccs1)c1ccc2c(c1)sc1nc(-c3ccc(F)cc3)cn12	-1%	-4%[57.5 µM]
CCN(CC)C(=O)c1ccc2oc(CN3CCN(C(=O)Nc4ccc(F)cc4F)CC3)nc2c1	-7%	2%
COC(=O)c1ccc(CN(C)Cc2cccs2)cc1	-4%	5%
COc1cn(CC(=O)Nc2cc(C)cc(C)c2)c(CN2CCCCC2)cc1=O	15%	-1%
O=C1c2ccccc2-c2onc3c(NCCO)cc(NC4CCCCC4)c1c23	48%	63%[activator]
N#Cc1nc(-c2ccccc2F)oc1NCc1ccc2c(c1)OCO2	-21%	-14%
Cc1nc(N2CCCC2)c2c(C(=O)N3CCN(c4cccc(C)c4C)CC3)c(C)oc2n1	?	-7%
COC(=O)c1ccc(NC(=O)CSc2cn(CC(=O)N3CCCCCC3)c3ccccc23)cc1	-1%	-7%
O=C(NCc1ccccc1Cl)c1ccc2c(O)c(S(=O)(=O)c3ccccc3)c(=O)[nH]c2c1	?	-7%

# The results go on.
mol	AID inhibitor	UDG counter
CC1(CBr)C2CCC1(C)C1(OCCO1)C21OCCO1 (configuration not stated)	-11%	2%
O=C(NCCNc1ccncc1)Nc1ccccc1	-12%	-8%
COc1ccc2nc(NC(=O)c3nc(S(=O)(=O)Cc4ccccc4)ncc3Cl)sc2c1	0%	4%
O=C(NCCc1nnc2n1CCCCC2)Nc1ccccc1F	-5%	-8%
Cc1cccc(CNC(=O)CSCc2cnn(-c3ccccc3)c2-n2cccc2)c1	?	-12%
CCCn1c(C)cc(C(=O)CSc2n[nH]c(C3CC3)n2)c1C	-1%	5%
CCC(=O)Nc1ccc(-c2csc(NCc3ccco3)n2)cc1	1%	17%
Cc1cccc(N2CCN(c3ncnc4c3nc3n4CCCCC3)CC2)c1C	-11%	-3%
O=C(Nc1ccc(OC(F)F)cc1)c1n[nH]c(=O)c2ccccc12	11%	6%
N#Cc1c(NC(=O)c2cc3nc(-c4ccc(Br)cc4)cc(C(F)(F)F)n3n2)sc2c1CCCC2	6%	1%

# New compounds follow
mol	AID inhibitor	UDG counter
O=C(COc1ccccc1Cl)OCC(=O)c1ccc(-c2ccccc2)cc1	23%	-16%
CCN(CC)S(=O)(=O)c1ccc(C(=O)Nc2ccccc2OC(F)F)cc1	-13%	-8%
CC(C)(C)c1ccccc1NC(=O)C1CCCC1	1%	-2%
O=C(O)c1cc(F)c(F)cc1Cl	-1%	-6%
Cc1cc(C)c(NC(=O)c2cc3c(=O)n4ccccc4nc3n2C)c(C)c1	?	8%
COc1cccc(NC(=O)Cn2cc(OC)c(=O)cc2CSc2ccc(F)cc2)c1	-10%	-20%
CCOc1cc(C2C3=C(CC(C)(C)CC3=O)OC3=C2C(=O)CC(C)(C)C3)ccc1OC(C)=O	1%	-11%
Cc1ccc(CN(C(=O)c2ccc(F)cc2)c2ccccn2)o1	12%	51%[activator]
S=C(NCCc1ccccc1)Nc1ccccc1Cc1ccccc1	-16%	-8%
CN(C)c1ccc(C(=O)N/N=C/c2ccc(Br)s2)cc1	-8%	4%

# Complete entries from above. Screens in order: AID inhibitor | UDG counter
# `CC(C)(C)c1ccccc1NC(=O)C1CCCC1` across the screens: 1% | -2%
# `O=C(O)c1cc(F)c(F)cc1Cl` across the screens: -1% | -6%

# Next compounds follow.
mol	AID inhibitor	UDG counter
CCn1ccc2c(OCC(=O)NCc3ccc(F)cc3)cccc2c1=O	-3%	-11%
O=C(NCCC(c1ccccc1)c1ccccc1)NNc1cnccn1	-12%	-22%
CCOCCCNC(=O)Cn1cc2c(n1)-c1c(oc(C(=O)N3CCCC3)c1C)CC2	79µM*	?
Cn1c(=O)c2nc(SCCC(=O)O)n(C)c2n(C)c1=O	2%	-3%
CCCC(C)(C)NC(=O)CCc1ccc(OC)c(OC)c1	-1%	0%
COc1ccc(-c2nnc(C3CCN(C(=O)c4ccccc4F)CC3)o2)cc1	54%[activator]	-10%
O=S(=O)(NCCCO)c1ccc(Cl)cc1	4%	7%
CCOC(=O)CC(NC(=O)c1cc2c(=O)n3cccc(C)c3nc2s1)c1ccc(OCC)c(OC)c1 (configuration not stated)	-11%	-2%[57.5 µM]
Cc1ccc(C(=O)c2oc3ccccc3c2NC(=O)COc2ccc(C(C)C)cc2)cc1	-10%	-10%[57.5 µM]
CCOC(=O)C1=C(C)NC(=O)NC1c1ccc(C(=O)OC)cc1 (configuration not stated)	2%	-10%

# (continued)
mol	AID inhibitor	UDG counter
CS(=O)(=O)/C(=C\c1cccc(Cl)c1)C(=O)c1ccccc1	-7%	-4%
O=C(NCc1cccs1)c1ccccn1	18%	-5%
O=C(NCCC12CC3CC(CC(C3)C1)C2)C1CCCCC1	-9%	-12%
CC(C)(CNC(=O)C1CCCCC1)CNC(=O)C1CCCCC1	-2%	-2%
CNC(=O)c1ccc(-c2nc(CN3CCN(C(=O)Nc4ccc(C(=O)OC)cc4)CC3)c(C)o2)cc1	0%	-2%
O=C(/C=C/Nc1ccc(OCc2ccccc2)cc1)c1ccc(Br)cc1	-9%	-1%
O=C1CC(c2ccc(F)c(F)c2)c2cc(Br)c3ccccc3c2N1 (configuration not stated)	0%	4%
COc1ccc(N2CCN(c3csc4ccccc4c3=O)CC2)cc1	5%	13%
CCC1CCC2(CC1)NC(=O)N(Cc1coc(-c3cccs3)n1)C2=O (configuration not stated)	-2%	-1%
CCC(C(=O)NCCc1ccc(Cl)cc1)n1ccc2cc(S(=O)(=O)N3CCCCC3)ccc21 (configuration not stated)	-11%	-17%

# Later entries.
mol	AID inhibitor	UDG counter
COc1ccc(OC)c(CNC(=O)c2cnc(N(C)C)nc2)c1	16%	17%
CC(Sc1nc(CN2CCOCC2)nc2ccccc12)C(=O)NC1CCCCCC1 (configuration not stated)	0%	7%
Cc1cccc(NC(=O)C2CCN(S(=O)(=O)c3c(C)noc3/C=C/c3ccco3)CC2)c1	-13%	-2%[57.5 µM]
N#Cc1nc(COc2ccc(F)cc2)oc1NCc1ccc(F)cc1	3%	-3%
Cc1ccc(-c2cnc(CCC(=O)Nc3nc4ccccc4s3)o2)cc1C	5%	7%
O=C(CSc1nccn1Cc1ccccc1)NCc1ccc(F)cc1	-14%	-12%
CCC(=O)N1CCc2cc(S(=O)(=O)NC(CC(C)C)C(=O)NCCc3cccc(C)c3)ccc21 (configuration not stated)	3%	5%
CC1C(=O)N(C)C(=O)c2nc[nH]c21 (configuration not stated)	0%	-2%
Cc1ccc(S(=O)(=O)N2CCN(C(=O)COC(=O)c3cccc4ccccc34)CC2)c(C)c1	-1%	8%
Cc1cccc(N2CCN(C(=O)CN3CCSc4ccccc43)CC2C)c1 (configuration not stated)	-19%	4%

# Later entries
mol	AID inhibitor	UDG counter
CC(=O)c1ccc(NC(=O)CSc2nccn2Cc2ccc3c(c2)OCO3)cc1	7%	3%
COc1ccc(C)cc1NC(=O)C(=O)NCCc1sc(-c2ccc(Cl)cc2)nc1C	-2%	-12%
CC(=O)Nc1ccc(NC(=O)c2ccc(C#CC3(O)CCCCC3)cc2)cc1	0%	5%
Cc1ccc(NC(=O)C(c2ccccc2)C2CCCC2)cc1C (configuration not stated)	-5%	-7%
O=C(NC(c1ccccc1)c1ccc2c3c(cccc13)CC2)c1cccc(F)c1 (configuration not stated)	-5%	-10%
COc1ccc(NC(=O)c2c(-c3ccc(C)cc3)nnc3ccccc23)cc1OC	41%[activator]	-6%
COc1ccc(CC(=O)Nc2cc(-c3nc4cccnc4s3)ccc2C)cc1	44%[activator]	0%
CCOc1ccccc1N(CC)C(=O)Nc1cn(C)c(=O)c2ccccc12	117%[activator]	4%
CCC1CCc2c(sc(NC(=O)C3c4ccccc4Oc4ccccc43)c2C#N)C1 (configuration not stated)	11%	-8%
Cc1ccccc1OCCSc1nnc(-c2ccc([N+](=O)[O-])cc2)o1	2%	10%

# In the list so far, 8 contain an aryl thioether with sulfur outside any ring.
mol	AID inhibitor	UDG counter
COC(=O)c1ccc(NC(=O)CSc2cn(CC(=O)N3CCCCCC3)c3ccccc23)cc1	-1%	-7%
CCCn1c(C)cc(C(=O)CSc2n[nH]c(C3CC3)n2)c1C	-1%	5%
COc1cccc(NC(=O)Cn2cc(OC)c(=O)cc2CSc2ccc(F)cc2)c1	-10%	-20%
Cn1c(=O)c2nc(SCCC(=O)O)n(C)c2n(C)c1=O	2%	-3%
CC(Sc1nc(CN2CCOCC2)nc2ccccc12)C(=O)NC1CCCCCC1 (configuration not stated)	0%	7%
O=C(CSc1nccn1Cc1ccccc1)NCc1ccc(F)cc1	-14%	-12%
CC(=O)c1ccc(NC(=O)CSc2nccn2Cc2ccc3c(c2)OCO3)cc1	7%	3%
Cc1ccccc1OCCSc1nnc(-c2ccc([N+](=O)[O-])cc2)o1	2%	10%

# (cont.)
mol	AID inhibitor	UDG counter
CCOC(=O)C1(C)C=C(Nc2ccc(C(C)=O)cc2)C(=O)N1c1ccc(C(C)=O)cc1 (configuration not stated)	1%	3%
C=CCNC(=O)c1ccccc1NC(=O)c1cnc2ccccc2n1	28%	4%
CC(C)CC(=O)Nc1cccc(-c2nc3ccccc3o2)c1	4%	3%
CSc1ccc(/C=C2\CS(=O)(=O)c3c(F)cccc3C2=O)cc1	-16%	-6%
COc1ccc(CC(=O)NCCc2sc3nc(-c4ccc(OC)cc4)nn3c2C)cc1	-2%	1%
Clc1ccc(N2CCN(c3ncnc4c3nc3n4CCCC3)CC2)cc1	-18%	1%
CCCn1c(-c2cccc(Br)c2)nc2ccccc21	-27%	-10%[57.5 µM]
COc1ccc2nc3sc(C(=O)Nc4ccccc4F)cc3cc2c1	73%[activator]	2%
Cc1ccc(Nc2nc(-c3ccc(C)cc3C)cs2)cc1	-15%	-11%
Cc1ccc(-n2c(=O)c3c(c4cc(C)ccc4n3C)n(CC(=O)Nc3c(C)cccc3C)c2=O)cc1	-1%	-9%

# Random excerpt: 4 compounds from above, in no set order.
mol	AID inhibitor	UDG counter
C=CCNC(=O)c1ccccc1NC(=O)c1cnc2ccccc2n1	28%	4%
Cc1ccc(-n2c(=O)c3c(c4cc(C)ccc4n3C)n(CC(=O)Nc3c(C)cccc3C)c2=O)cc1	-1%	-9%
Clc1ccc(N2CCN(c3ncnc4c3nc3n4CCCC3)CC2)cc1	-18%	1%
COc1ccc(CC(=O)NCCc2sc3nc(-c4ccc(OC)cc4)nn3c2C)cc1	-2%	1%

# Later entries:
mol	AID inhibitor	UDG counter
O=C(O)CCC(=O)C1CC(=O)OC1C(=O)O (configuration not stated)	14%	4%
O=C(COc1ccc(F)cc1)Nc1ccc(OCc2cc(=O)n3ccsc3n2)cc1	-2%	-7%
O=C(c1ccc(C#Cc2ccccc2)cc1)N1CCN(Cc2ccccc2)CC1	-12%	2%
COc1ccccc1OCc1nnc(-c2ccccc2)o1	-22%	-15%
CCOc1ccc(Nc2oc(-c3ccc(Cl)cc3)nc2C#N)cc1	-4%	-8%
CCn1ccc2c(OCC(=O)Nc3ccc(C)c(Cl)c3)cccc2c1=O	13%	-24%
CC(O)Cn1c(N2CCN(c3ccccc3)CC2)nc2c1c(=O)[nH]c(=O)n2C (configuration not stated)	5%	9%
C/C(=N\Nc1c(Cl)cc(Cl)cc1Cl)c1ccc(Cl)cc1Cl	3%	14%
CC(=O)N[C@@H](C=O)[C@@H](O)[C@H](O)[C@H](O)CO	10%	1%
Cc1ccc(SCC(=O)Nc2ccc3oc(-c4cccc(Cl)c4)nc3c2)cc1	-20%	?

# More results
mol	AID inhibitor	UDG counter
Cc1ccc2nc(-c3ccncc3)cc(C(=O)O)c2c1	6%	-4%
Cc1cc(C)cc(N(CC(=O)Nc2ccc(C(F)(F)F)cc2)S(=O)(=O)c2c(C)[nH]c(=O)[nH]c2=O)c1	40%[activator][57.5 µM]	2%[57.5 µM]
CCN(CC)c1ccc(NC(=O)c2cnc3c(-c4ccccc4)c(C)nn3c2C)c(C)c1	1%	1%
CCC(C)c1ccc(-c2ccc(-c3ccc(C(C)CC)cn3)cc2)nc1 (configuration not stated)	-6%	-3%
COc1ccccc1CNCCCO	0%	3%
CS(=O)(=O)N1CCc2cc(C(=O)NCCc3ccccc3)ccc21	-18%	-3%
O=c1c2sc3ccccc3c2n(Cc2ccccc2)c(=O)n1Cc1ccccc1	2%	1%
COc1cc(OC)c(NC(=O)CSCc2nc(-c3ccc(OC)c(OC)c3)no2)cc1Cl	-5%	-4%
CCCCC(=O)OCc1c(C(=O)OCC)sc(N)c1C#N	12%	0%
Cn1c(=O)oc2cc(S(=O)(=O)CCC(=O)N3CCN(c4cccc(Cl)c4)CC3)ccc21	28%[57.5 µM]	4%[57.5 µM]

# Further results follow:
mol	AID inhibitor	UDG counter
Cc1ccccc1/C=C/c1ccc2ccccc2n1	-11%	-7%
CCC(O)c1cc2c(cc1NC(=O)c1cccc(Br)c1)OCCO2 (configuration not stated)	-12%	6%
CN(C)C(=O)c1ccc(OCc2coc(-c3ccccc3)n2)cc1	-8%	1%
COc1ccc(Cn2ccn(Cc3cccc(Cl)c3)c(=O)c2=O)cc1	1%	-13%[57.5 µM]
CCOc1ccc(CC(=O)Nc2c(C(=O)c3ccc(Cl)cc3)oc3ccccc23)cc1OCC	39%[activator]	-5%
O=C(O)c1cccc(COc2ccc(Cl)cc2)c1	-5%	2%
CCC1CCc2c(sc(NC(=O)c3cccc4ccccc34)c2C#N)C1 (configuration not stated)	28%	7%
Clc1ccc(CNCCOc2ccccn2)cc1	5%	0%
